Source: PubChem BioAssay (several laboratories)
HTR5A inv ctr: HTR5A inverse agonists in luminescence cell assay, primary screen, counter-screen for OPRM1-OPRD1 heterodimer inverse agonist project, full-deck HTS; HTR5A cell line, inverse agonism; inhibition, % at 9.3 µM; actives 0.083% (n = 340,000); AID 504634, 2011; in the data active = inhibition mostly above about 23%, no sharp cut-off; inactive = mostly below about 18%;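 also: 0% = cells with DMSO and 100% = no-cell wells with DMSO; some compounds called inactive have numbers as strong as hits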
DSG3 Ab inh: inhibitors of pemphigus antibody binding to DSG3, primary screen, biochemical, bead-based, flow cytometry, scFv-GFP | DSG3-coupled beads, scFv-anti-DSG3-GFP binding; active compounds read low | binding (percent of control), % at 10 µM | AID 588358, 2011 | actives 0.48% (n = 310,000) | Desmoglein-3 (Homo sapiens), P32926;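 active = binding more than 3 SD below its plate's average and above zero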;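 also: hits lower antibody fragment binding to DSG3; some compounds called inactive have numbers as strong as hits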
PKA-R1A act: activators of PKA-R1A holoenzyme, primary screen, biochemical, fluorescence polarization, Cy5-IP20, bovine R1A, mouse PKAc; activation, % at 11.4 µM; cAMP-dependent protein kinase type I-alpha regulatory subunit (Bos taurus) + …; PKA-R1A dissociation; scaled: DMSO 0%, 113 µM cGMP 100%; actives 0.083% (n = 340,000);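 active = percent activation above the mean of all tested compounds plus 3 SD, cut at about 19% in these data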;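 also: higher means more PKAc released from R1A so a rise in polarization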
OPRM1-OPRD1 ag: agonists of OPRM1-OPRD1 heterodimerization, primary screen, cell-based, luminescence; cells; activation, % at 9.3 µM; actives 0.3% (n = 340,000); AID 504326, 2011; in the data active = activation above about 18%;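 also: 0% = vehicle-treated cells and 100% = reference agonist; values of inactives mirror those of a sister screen read the other way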
Target sequence (P35372 whole entry, looked up): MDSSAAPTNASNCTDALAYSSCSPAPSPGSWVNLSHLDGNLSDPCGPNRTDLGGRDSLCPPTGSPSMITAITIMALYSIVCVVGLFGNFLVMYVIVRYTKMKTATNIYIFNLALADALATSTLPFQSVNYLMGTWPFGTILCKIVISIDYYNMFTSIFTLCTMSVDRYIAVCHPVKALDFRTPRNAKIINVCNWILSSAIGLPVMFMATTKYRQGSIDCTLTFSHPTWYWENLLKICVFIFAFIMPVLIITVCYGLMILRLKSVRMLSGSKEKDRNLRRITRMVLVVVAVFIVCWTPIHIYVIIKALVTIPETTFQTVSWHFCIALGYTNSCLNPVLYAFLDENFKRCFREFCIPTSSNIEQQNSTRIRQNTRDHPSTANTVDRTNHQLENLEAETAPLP
Target sequence (P41143 whole entry, looked up): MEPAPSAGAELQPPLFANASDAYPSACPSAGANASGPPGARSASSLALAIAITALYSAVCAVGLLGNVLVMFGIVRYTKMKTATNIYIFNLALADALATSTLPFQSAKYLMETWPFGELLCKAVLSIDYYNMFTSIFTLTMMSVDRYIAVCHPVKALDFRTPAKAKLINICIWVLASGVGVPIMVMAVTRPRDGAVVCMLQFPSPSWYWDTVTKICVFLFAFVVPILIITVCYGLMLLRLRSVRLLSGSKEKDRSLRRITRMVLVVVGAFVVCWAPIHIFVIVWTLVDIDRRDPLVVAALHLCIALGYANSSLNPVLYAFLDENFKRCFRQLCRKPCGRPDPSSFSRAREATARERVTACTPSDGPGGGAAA
HTR5A ag ctr: HTR5A agonists in luminescence cell assay, primary screen, counter-screen for OPRM1-OPRD1 heterodimer agonist project, full-deck HTS | cell-based | AID 504692, 2011 | actives 0.61% (n = 340,000) | activation, % at 9.3 µM | 5-hydroxytryptamine receptor 5A (Homo sapiens), P47898; in the data active = activation mostly above about 9.5%, no sharp cut-off; inactive = mostly below about 7.6%;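 also: 0% = cells with vehicle only and 100% = reference agonist; strong numbers were not always called active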
AddAB inh: growth inhibition of E. coli expressing H. pylori AddAB, primary screen, AddAB inhibitor project, absorbance. actives 0.29% (n = 330,000). inhibition, % at 11.9 µM; in the data active = inhibition above about 12%;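 also: 0% = vehicle wells of infected cells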
phage Ecoli inh: growth loss of phage-infected E. coli, primary screen, RecBCD inhibitor project, absorbance, with phage, HTS. inhibition, % at 11.9 µM. AID 651602, 2012. actives 0.26% (n = 360,000); in the data active = inhibition above about 11%
MOR-DOR inv ag: inverse agonists of MOR-DOR heterodimerization, primary screen, cell-based, luminescence; Mu-type opioid receptor (Homo sapiens) + Delta-type opioid receptor (Homo sapiens), …; cell-based MOR-DOR heterodimer luminescence, inverse agonism; inhibition, % at 9.3 µM; actives 0.21% (n = 340,000); in the data active = inhibition above about 22%, passing the limit was not always enough;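 also: 0% = cells with DMSO and 100% = wells without cells with DMSO; values of inactives mirror those of a sister screen read the other way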
Ecoli viability: E. coli V3065 growth inhibition, primary screen, counter-screen for AddAB inhibitor project, absorbance, OD600 | 18 h | inhibition, % at 11.9 µM | actives 0.27% (n = 330,000);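 active = inhibition above the campaign's mean inhibition across all tested compounds plus 3 SD, cut at about 9.9% in these data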;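 also: uninfected addAB+ strain grown without phage in ampicillin broth; 0% = DMSO wells and 100% = ciprofloxacin 0.95 µg/ml wells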
PfHsp90 set2: growth inhibition of PfHsp90-expressing yeast, primary screen, antimalarial PfHsp90 inhibitor project, S. cerevisiae, BacTiter-Glo luminescence, single point, set 2; actives 0.32% (n = 310,000); inhibition, % at 9.4 µM; BacTiter-Glo ATP, 48 h; yeast lacking PDR1 and PDR3 efflux regulators; AID 504621, 2011;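 active = every replicate shows inhibition above about 80%, whatever the replicate mean, limit read from the data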;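 also: 0% = DMSO neutral controls and 100% = 20 µM radicicol positive controls; yeast relying on Plasmodium falciparum Hsp90 in place of its own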
Mot1-301 SUMO: yeast Mot1-301 growth rescue at high temperature, primary screen, SUMOylation pathway inhibitor project, S. cerevisiae, ATP luminescence, 38.5C | growth rescue, % at 18.8 µM | actives 1% (n = 320,000) | S. cerevisiae Mot1-301 growth rescue; percent above DMSO median, 100 means doubled;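 active = every valid replicate shows activation above 250% relative to neutral control wells; inactive = the rest, any valid replicate at or below 250%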;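 also: OY570 slx delta 5 strain wells were the positive control but not used for scaling; some compounds called inactive have numbers as strong as hits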
The depositor's hits bear a star.

Screening O=C(NNC(=O)c1cccs1)c1ccc(Cl)c(Cl)c1 returned HTR5A inv ctr -8, DSG3 Ab inh 92, PKA-R1A act -6, OPRM1-OPRD1 ag 3.7, HTR5A ag ctr 10, AddAB inh -0.2, phage Ecoli inh 3.7, MOR-DOR inv ag -26, Ecoli viability -1.9, PfHsp90 set2 -7 and Mot1-301 SUMO 161.
CCn1cc(C(=O)NCc2ccncc2)c(=O)c2cc(F)c(N3CCN(C(=O)c4ccco4)CC3)cc21 was read as DSG3 Ab inh 111, AddAB inh 98*, phage Ecoli inh 2.9, Ecoli viability 92* and Mot1-301 SUMO -16.
For COC(=O)c1[nH]c2ccccc2c1NC(=O)/C=C/c1ccc2c(c1)OCO2 the results were HTR5A inv ctr 21, DSG3 Ab inh 95, PKA-R1A act 0, OPRM1-OPRD1 ag 1.9, HTR5A ag ctr 0, AddAB inh 0.0, phage Ecoli inh 4.1, MOR-DOR inv ag -10, Ecoli viability -1.8, PfHsp90 set2 2 and Mot1-301 SUMO -16.
For Cc1cccc(NC(=O)CC2(CC(=O)O)CCCC2)c1 the results were HTR5A inv ctr 9, DSG3 Ab inh 96, PKA-R1A act 3, OPRM1-OPRD1 ag -1.7, HTR5A ag ctr -2, AddAB inh -0.2, phage Ecoli inh 0.8, MOR-DOR inv ag 10, Ecoli viability 0.2, PfHsp90 set2 7 and Mot1-301 SUMO -1.
`CC(=O)N1CCc2cc(N=NC3=C(O)CC(C)(C)CC3=O)ccc21` gave HTR5A inv ctr -3, DSG3 Ab inh 102, PKA-R1A act 1, OPRM1-OPRD1 ag -1.0, HTR5A ag ctr 1, AddAB inh 2.9, phage Ecoli inh 3.8, MOR-DOR inv ag 5, Ecoli viability 2.2, PfHsp90 set2 1 and Mot1-301 SUMO -11.
For Cc1cc(C)nc(CCNC(=O)CC2C(=O)NCCN2Cc2ccccc2)n1 (centres undefined) the results were HTR5A inv ctr 0, PKA-R1A act 6, OPRM1-OPRD1 ag -1.8, HTR5A ag ctr -1, AddAB inh 4.2, phage Ecoli inh 1.4, MOR-DOR inv ag 10, Ecoli viability -0.6, PfHsp90 set2 17 and Mot1-301 SUMO -17.
Screening Cc1ccc(-c2csc3ncnc(NCCC(=O)O)c23)cc1 returned HTR5A inv ctr 1, DSG3 Ab inh 116, PKA-R1A act -3, OPRM1-OPRD1 ag -0.1, HTR5A ag ctr 2, AddAB inh 1.9, phage Ecoli inh 1.9, MOR-DOR inv ag 1, Ecoli viability -0.8, PfHsp90 set2 8 and Mot1-301 SUMO 6.
C=CCn1c(SCC(=O)Nc2ccc3c(c2)OCO3)nnc1-c1ccccc1O was read as HTR5A inv ctr -14, DSG3 Ab inh 98, PKA-R1A act -15, OPRM1-OPRD1 ag -1.5, HTR5A ag ctr -2, AddAB inh 2.3, phage Ecoli inh 0.8, MOR-DOR inv ag 8, Ecoli viability 4.0 and Mot1-301 SUMO -8.
`CC1=C(C(=O)OCc2ccccc2)C(c2ccccc2OS(=O)(=O)c2ccc([N+](=O)[O-])cc2)NC(=O)N1CCCC(=O)O` (centres undefined) gave HTR5A inv ctr -15, DSG3 Ab inh 97, PKA-R1A act -14, OPRM1-OPRD1 ag 6.9, HTR5A ag ctr 6, AddAB inh -0.8, phage Ecoli inh 1.1, MOR-DOR inv ag -40, Ecoli viability -1.0, PfHsp90 set2 -6 and Mot1-301 SUMO 4.
CCOc1ccc(N(C)S(=O)(=O)c2cc(-c3cc(C)no3)ccc2CC)cc1 was read as HTR5A inv ctr -3, PKA-R1A act 16, OPRM1-OPRD1 ag 0.1, HTR5A ag ctr 1, AddAB inh 3.4, phage Ecoli inh -2.2, MOR-DOR inv ag -1, Ecoli viability 1.1, PfHsp90 set2 12 and Mot1-301 SUMO 119.
C=CS(=O)(=O)c1c2cc(OC)ccc2nc2ccc(OC)cc12 was read as HTR5A inv ctr -8, DSG3 Ab inh 67, PKA-R1A act 8, OPRM1-OPRD1 ag 6.0, HTR5A ag ctr 2, phage Ecoli inh 4.2, MOR-DOR inv ag -27 and PfHsp90 set2 0.
`Cn1nccc1C(=O)N1CCCC(C(=O)c2ccc(C(F)(F)F)cc2)C1` (centres undefined) gave HTR5A inv ctr 12, PKA-R1A act 3, OPRM1-OPRD1 ag -0.3, HTR5A ag ctr 1, AddAB inh 0.3, phage Ecoli inh 2.0, MOR-DOR inv ag 2, Ecoli viability 0.9, PfHsp90 set2 -9 and Mot1-301 SUMO 12.
Screening CCN1CCN(c2ccc(S(=O)(=O)N3CCOCC3)cc2NC(=O)c2ccccc2OC(F)F)CC1 returned HTR5A inv ctr -15, DSG3 Ab inh 89, PKA-R1A act -6, OPRM1-OPRD1 ag -2.9, HTR5A ag ctr -6, AddAB inh 2.1, phage Ecoli inh 2.9, MOR-DOR inv ag 16, Ecoli viability -0.9 and Mot1-301 SUMO 3.
For Cn1c(=O)c2c(nc(SCCCC#N)n2Cc2ccccc2F)n(C)c1=O the results were HTR5A inv ctr -10, DSG3 Ab inh 111, PKA-R1A act -1, OPRM1-OPRD1 ag -1.2, HTR5A ag ctr 4, AddAB inh 3.2, phage Ecoli inh 2.7, MOR-DOR inv ag 6, Ecoli viability -3.3 and Mot1-301 SUMO -7.
Screening COc1cc(NC(=O)c2cc(-c3ccco3)on2)cc(OC)c1OC returned HTR5A inv ctr -5, DSG3 Ab inh 111, PKA-R1A act 19*, OPRM1-OPRD1 ag 0.3, HTR5A ag ctr -2, AddAB inh 2.0, phage Ecoli inh 0.4, MOR-DOR inv ag -2, Ecoli viability -1.8, PfHsp90 set2 -2 and Mot1-301 SUMO 9.
CCOC(=O)N1CCN(C(=O)c2oc3ccc(S(=O)(=O)N4CC(C)CC(C)C4)cc3c2C)CC1 (centres undefined) was read as HTR5A inv ctr 6, DSG3 Ab inh 103, PKA-R1A act -3, OPRM1-OPRD1 ag -0.3, HTR5A ag ctr 3, AddAB inh -0.8, phage Ecoli inh 1.5, MOR-DOR inv ag 2, Ecoli viability -5.1 and Mot1-301 SUMO -4.
`COC(=O)C(C)C1Sc2ccccc2NC1=O` (centres undefined) gave HTR5A inv ctr -3, DSG3 Ab inh 106, PKA-R1A act -3, OPRM1-OPRD1 ag 2.5, HTR5A ag ctr -4, AddAB inh -2.6, phage Ecoli inh 2.0, MOR-DOR inv ag -14, Ecoli viability -3.1, PfHsp90 set2 -15 and Mot1-301 SUMO 5.
CCN(CC)c1ccc(S(=O)(=O)N2CCOCC2)cc1NC(=O)COC(=O)c1cccnc1SC was read as HTR5A inv ctr -2, DSG3 Ab inh 94, PKA-R1A act 3, OPRM1-OPRD1 ag 0.2, HTR5A ag ctr -7, AddAB inh 2.7, phage Ecoli inh 1.0, MOR-DOR inv ag -2, Ecoli viability -0.7, PfHsp90 set2 0 and Mot1-301 SUMO 1.
CC(C)(C)OC(=O)N1CCC(c2c(C(=O)N3CCN(C4CCCCC4)CC3)cnn2-c2ccc(F)cc2)CC1 was read as HTR5A inv ctr 6, DSG3 Ab inh 82, PKA-R1A act -4, OPRM1-OPRD1 ag 0.3, HTR5A ag ctr 4, AddAB inh 1.4, phage Ecoli inh 3.0, MOR-DOR inv ag -2, Ecoli viability -0.4, PfHsp90 set2 0 and Mot1-301 SUMO 0.
Screening CNC(=O)CS(=O)(=O)CC(=O)Nc1cc(OC(C)C)c(Cl)cc1Cl returned HTR5A inv ctr 14, DSG3 Ab inh 103, PKA-R1A act 8, OPRM1-OPRD1 ag -1.3, HTR5A ag ctr 0, AddAB inh 2.8, phage Ecoli inh 3.0, MOR-DOR inv ag 6, Ecoli viability -0.2, PfHsp90 set2 6 and Mot1-301 SUMO 15.
Screening Cc1ccc(-c2c(C(=O)O)c(C(=O)O)c3n2CCC3)cc1 returned HTR5A inv ctr 3, DSG3 Ab inh 104, PKA-R1A act 2, OPRM1-OPRD1 ag -1.0, HTR5A ag ctr -2, AddAB inh 0.4, phage Ecoli inh 2.7, MOR-DOR inv ag 7, Ecoli viability -0.9, PfHsp90 set2 -12 and Mot1-301 SUMO 32.
COc1ccccc1OC(C)c1nnc(SCC(=O)Nc2c(C)n(C)n(-c3ccccc3)c2=O)n1-c1ccccc1 (centres undefined) was read as HTR5A inv ctr -33, DSG3 Ab inh 93, PKA-R1A act -5, OPRM1-OPRD1 ag -1.7, HTR5A ag ctr 9, AddAB inh -0.5, phage Ecoli inh 2.9, MOR-DOR inv ag 9, Ecoli viability 0.0, PfHsp90 set2 -9 and Mot1-301 SUMO -2.
`CCN(CC)S(=O)(=O)c1cccc(NC(=O)CSc2nc3ccccc3[nH]2)c1` gave HTR5A inv ctr -9, DSG3 Ab inh 108, PKA-R1A act 7, OPRM1-OPRD1 ag -0.6, HTR5A ag ctr -2, AddAB inh -0.2, phage Ecoli inh 1.9, MOR-DOR inv ag 4, Ecoli viability 0.3, PfHsp90 set2 2 and Mot1-301 SUMO 10.
Screening COc1ccc(NC(=O)N/C=C/c2ccco2)cc1 returned HTR5A inv ctr -33, DSG3 Ab inh 100, PKA-R1A act 4, OPRM1-OPRD1 ag -4.6, HTR5A ag ctr -16, AddAB inh -1.1, phage Ecoli inh 3.0, MOR-DOR inv ag 22, Ecoli viability -0.9, PfHsp90 set2 18 and Mot1-301 SUMO 11.
COc1cc2c(cc1OC)CN(C(=O)Cc1ccc(OC)c(S(=O)(=O)N3CCOCC3)c1)CC2 was read as HTR5A inv ctr -6, DSG3 Ab inh 102, PKA-R1A act 12, OPRM1-OPRD1 ag -2.2, HTR5A ag ctr 1, AddAB inh 0.5, phage Ecoli inh 1.4, MOR-DOR inv ag 13, Ecoli viability -1.0, PfHsp90 set2 -56 and Mot1-301 SUMO 20.
`CC(C)(C)c1ccc(NC(=O)Cn2cnc3cc([N+](=O)[O-])ccc3c2=O)cc1` gave AddAB inh 2.8, phage Ecoli inh 2.0, Ecoli viability -0.1, PfHsp90 set2 -40 and Mot1-301 SUMO 11.

Two entries picked at random from those above, as already listed:
Screening COc1ccc(NC(=O)N/C=C/c2ccco2)cc1 returned HTR5A inv ctr -33, DSG3 Ab inh 100, PKA-R1A act 4, OPRM1-OPRD1 ag -4.6, HTR5A ag ctr -16, AddAB inh -1.1, phage Ecoli inh 3.0, MOR-DOR inv ag 22, Ecoli viability -0.9, PfHsp90 set2 18 and Mot1-301 SUMO 11.
COc1ccccc1OC(C)c1nnc(SCC(=O)Nc2c(C)n(C)n(-c3ccccc3)c2=O)n1-c1ccccc1 (centres undefined) was read as HTR5A inv ctr -33, DSG3 Ab inh 93, PKA-R1A act -5, OPRM1-OPRD1 ag -1.7, HTR5A ag ctr 9, AddAB inh -0.5, phage Ecoli inh 2.9, MOR-DOR inv ag 9, Ecoli viability 0.0, PfHsp90 set2 -9 and Mot1-301 SUMO -2.
